# Assay outcomes as filed in PubChem.
# FAS-TE inh – FAS thioesterase domain inhibitors, primary screen, biochemical, fluorescence intensity, uHTS. inhibition, % at 15 µM. 360,000 tested, 0.67% active. recombinant FAS-TE, OMFH fluorogenic substrate, fluorescence endpoint;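 active = compounds whose normalised, plate-corrected inhibition of enzyme fluorescence in the single-dose primary screen is 50% or more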;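 also: 0% = DMSO with enzyme and 100% = substrate without enzyme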
# Rin1-Abl PPI inh – inhibitors of Rin1-Abl protein binding, primary screen, biochemical, TR-FRET. Tyrosine-protein kinase ABL1 (Homo sapiens) + Ras and Rab interactor 1 (Homo sapiens), …. inhibition, % at 7.35 µM. 360,000 tested, 0.4% active. AID 588664, 2011; in the data active = inhibition above about 5%, passing the limit was not always enough
# SKN-1 block – suppressors of acrylamide-induced Pgst-4::GFP reporter in worms, primary screen, SKN-1 inhibitor project, whole organism, uHTS, GFP/RFP fluorescence ratio, strain VP596; 360,000 tested, 0.49% active; AID 624304, 2012; C. elegans VP596 Pgst-4::GFP/RFP ratio, 24 h; inhibition, % at 21.8 µM;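 active = interference check ratio from 0.5 to 1.5 plus GFP to RFP signal ratio inhibition reaching or exceeding a fixed threshold, cut at about 30% in these data, passing the limit was not always enough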; also: some compounds called inactive have numbers as strong as hits
# Rpn11 block – Rpn11 (PSMD14) deubiquitinase inhibitors, primary screen, biochemical, fluorescence polarization, uHTS | 360,000 tested, 0.59% active | AID 588493, 2011 | human 26S proteasome, Ub4-pepOG fluorescence polarization; 20S core pre-blocked with epoxomicin | 26S proteasome non-ATPase regulatory subunit 14 (Homo sapiens), O00487 | calls only at 20 µM;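 active = inhibition at 20 µM, scaled to each plate's controls, above about 33%, limit read from the data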
# Target sequence (O00487 whole entry, looked up): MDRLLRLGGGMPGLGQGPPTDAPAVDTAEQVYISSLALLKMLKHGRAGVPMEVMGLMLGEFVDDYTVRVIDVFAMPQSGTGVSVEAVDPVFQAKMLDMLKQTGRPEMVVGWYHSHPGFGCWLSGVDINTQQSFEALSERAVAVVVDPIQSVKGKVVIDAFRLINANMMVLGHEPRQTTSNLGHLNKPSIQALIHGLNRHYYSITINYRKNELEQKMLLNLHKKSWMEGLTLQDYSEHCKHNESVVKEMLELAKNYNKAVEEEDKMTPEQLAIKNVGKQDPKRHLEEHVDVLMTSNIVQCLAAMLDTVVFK
# CSN inh – inhibitors of CSN-mediated cullin deneddylation, primary screen, biochemical, fluorescence polarization, uHTS | COP9 signalosome complex subunit 5 (Homo sapiens), Q92905 | Purified CSN, SCF-Nedd8-OG deneddylation | inhibition, % at 12.5 µM | 360,000 tested, 0.38% active;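 active = pattern-corrected inhibition above about 35%, with an unprinted fluorescence ratio check between 0.5 and 1.5, limit read from the data, passing the limit was not always enough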;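 also: 0% = enzyme with substrate and 100% = substrate without enzyme; some results filed as inactive read as strong as hits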
#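 Detection – fluorescence polarization · System – HEK293T-derived human Csn5 enzyme · Controls – substrate-only high control, full reaction low control · Timing – 90 min, room temperature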
# NadD inh – inhibitors of S. aureus NadD, primary screen, biochemical, colorimetric, uHTS; inhibition, % at 20 µM; purified NadD enzyme, colorimetric absorbance read-out; AID 602399, 2012; Nicotinate-nucleotide adenylyltransferase NadD (Staphylococcus aureus N315); 360,000 tested, 0.78% active; in the data active = inhibition above about 26%; also: some compounds past the cut are filed as inactive
# Neddyl block – inhibitors of cullin neddylation, primary screen, biochemical, TR-FRET, uHTS, NAE and Ubc12; 360,000 tested, 0.58% active; calls only at 25 µM; in the data active = inhibition above about 36%
# MT1-MMP act inh – blockers of MT1-MMP proenzyme processing, primary screen, HT1080 RFP-PRO-GFP cells, GFP/RFP fluorescence. Matrix metalloproteinase-14 (Homo sapiens), P50281. GFP/RFP ratio fluorescence, overnight; percent of plate control window, DMSO zero. GFP/RFP ratio change, % at 20 µM. 360,000 tested, 0.061% active. AID 651647, 2012;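 active = GFP/RFP ratio change of at least 30% with cell ATP level not reduced by more than half and red fluorescence within 50% of control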; also: strong numbers were not always called active
#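 Assay system: HT1080 RFP-PRO-GFP cells | Dosing: 20 µM single dose, 1% DMSO | Incubation: Cells overnight before dosing, compound overnight, 37 °C, 5% CO2 | Evaluation: GFP/RFP fluorescence ratio | Control set: DMSO-only wells and HT1080 RFP-L50D-GFP cell wells as references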
# PABP1 MLLE inh – inhibitors of PABP1 MLLE–PAM2 peptide binding, primary screen, biochemical, fluorescence polarization, FITC-PAM2, GST-MLLE. inhibition, % at 20 µM. 360,000 tested, 0.36% active; in the data active = inhibition above about 35%, passing the limit was not always enough;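 also: plate controls were DMSO wells with GST-MLLE for no effect and wells lacking GST-MLLE protein for full effect; some results filed as inactive read as strong as hits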
# Target sequence (P11940 whole entry, looked up): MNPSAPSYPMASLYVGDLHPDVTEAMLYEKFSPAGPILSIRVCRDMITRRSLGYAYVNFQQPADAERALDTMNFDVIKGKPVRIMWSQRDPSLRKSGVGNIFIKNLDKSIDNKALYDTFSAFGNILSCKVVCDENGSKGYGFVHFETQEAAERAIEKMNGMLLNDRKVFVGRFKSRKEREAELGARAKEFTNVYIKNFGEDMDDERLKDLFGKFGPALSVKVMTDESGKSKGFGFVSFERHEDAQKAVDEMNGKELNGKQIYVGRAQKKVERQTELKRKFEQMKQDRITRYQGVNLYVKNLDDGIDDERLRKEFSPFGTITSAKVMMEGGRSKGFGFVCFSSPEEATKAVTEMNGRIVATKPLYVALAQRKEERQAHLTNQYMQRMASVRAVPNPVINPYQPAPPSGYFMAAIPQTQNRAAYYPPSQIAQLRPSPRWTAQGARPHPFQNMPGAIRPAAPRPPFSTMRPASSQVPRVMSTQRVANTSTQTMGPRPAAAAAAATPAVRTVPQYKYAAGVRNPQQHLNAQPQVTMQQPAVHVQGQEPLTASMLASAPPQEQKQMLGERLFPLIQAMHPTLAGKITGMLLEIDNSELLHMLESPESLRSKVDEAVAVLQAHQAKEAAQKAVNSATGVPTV
# * hit, by the source's call; i = inactive.
canonical_smiles	CSN inh	FAS-TE inh	Rin1-Abl PPI inh	SKN-1 block	Rpn11 block	Neddyl block	PABP1 MLLE inh	NadD inh	MT1-MMP act inh
CCOC(=O)c1ccccc1NC(=O)COC(=O)CCNS(=O)(=O)c1ccc(C)c(C)c1	3.7	13.4	0.8	20.9	i	i	6.8	-9.6	-1.2
Cc1noc(/C=C/N(C)C)c1S(=O)(=O)N1CCCC(C(=O)NCCC2=CCCCC2)C1 (stereo unspecified)	-1.8	6.3	0.5	-4.6	i	i	21.5	-2.3	4.8
C#CCn1cc(Cl)cc(C(=O)Nc2ccccc2)c1=O	4.2	-1.8	-1.9	13.1	i	i	-20.3	-4.8	3.5
Cc1ccc(S(=O)(=O)N(C)Cc2ccc(C(=O)N/N=C/c3ccc(OC(F)F)cc3OC(F)F)cc2)cc1	-6.8	17.2	2.6	20.1	i	i	-8.0	1.6	2.8
Cc1ccc2nc(C)cc(N/N=C/c3ccccc3O)c2c1	-0.9	5.1	-1.9	0.5	i	i	4.7	-2.9	4.5
COc1ccccc1NS(=O)(=O)c1cc(NC(=O)COc2ccccc2F)ccc1N1CCOCC1	-1.1	30.6	0.5	7.3	i	i	27.4	-0.4	2.3
COCCN1CN=C(Nc2nc3ccccc3o2)NC1	-7.0	-6.4	-2.7	-7.5	i	i	5.5	-0.6	2.9
Cc1ccc(C(c2ccc(C)o2)c2cccc([N+](=O)[O-])c2O)o1	-0.1	23.9	-1.7	-16.5	i	i	16.9	7.6	1.2
O=C(Nc1ccccn1)NC(C(F)(F)F)C(F)(F)F	1.6	-5.4	3.5	-12.5	i	i	6.7	-7.2	0.9
C[C@H](CO)N1C[C@H](C)[C@@H](CN(C)C(=O)CN2CCOCC2)Oc2ncc(-c3cncnc3)cc2C1=O	-1.2	-9.1	1.8	-23.9	i	i	-4.0	-4.6	4.0
CCOc1ccc(S(=O)(=O)N2CCOCC2)cc1NC(=O)CN1C(=O)NC(C)(C2CC2)C1=O (stereo unspecified)	1.0	-4.7	1.6	22.6	i	i	-78.9	4.0	-1.2
O=C(c1ccccc1NS(=O)(=O)c1ccc(F)cc1F)N1CCCCC1	4.6	-6.9	0.2	27.2	i	i	-12.7	1.1	-4.6
Cc1ccccc1OCC(=O)NCC(=O)OCC(=O)c1ccc([N+](=O)[O-])cc1	-6.1	-1.9	4.0	5.0	i	i	7.4	0.0	-3.7
COCCNC(=O)C(c1ccccc1)N(CCOC)C(=O)Cn1nnc2ccccc21 (stereo unspecified)	1.6	-11.7	0.2	-20.2	i	i	3.0	7.3	-1.5
CC(C)(C)c1ccc(NC(=O)NC2CCCc3ccccc32)cc1 (stereo unspecified)	-2.7	4.5	1.7	-0.8	i	i	-10.8	-5.0	2.7
COCCNc1nc2ccccc2n1CC(=O)c1ccc(OC)c(OC)c1	-1.0	-7.2	3.1	7.1	i	i	8.3	1.9	-3.3
Cc1ccc(NC(=O)CCc2c(C)nn(-c3ccc(N4CCOCC4)nn3)c2C)cc1F	-0.9	-3.9	-3.1	-12.8	i	i	-1.2	3.0	0.1
COc1ccccc1OCCNC(=O)CN1C(=O)NC2(CCCC2)C1=O	-6.2	-3.6	1.2	8.7	i	i	-0.8	-0.9	3.0
Cc1ccc2oc(=O)n(CCOc3ccccc3)c2c1	-1.4	-3.4	-0.3	5.7	i	i	13.2	-2.2	2.8
Cc1ccc(N2CC(C(=O)N3CCC(C(=O)Nc4ccc(Br)cc4)CC3)CC2=O)cc1 (stereo unspecified)	3.1	2.5	-0.1	8.3	i	i	3.3	-2.7	4.4

# Single values from the results shown.
# COCCNC(=O)C(c1ccccc1)N(CCOC)C(=O)Cn1nnc2ccccc21 (stereo unspecified) in NadD inh = 7.3
# Cc1ccc(C(c2ccc(C)o2)c2cccc([N+](=O)[O-])c2O)o1 in PABP1 MLLE inh = 16.9
# COCCN1CN=C(Nc2nc3ccccc3o2)NC1 in MT1-MMP act inh = 2.9

# Additional records
canonical_smiles	CSN inh	FAS-TE inh	Rin1-Abl PPI inh	SKN-1 block	Rpn11 block	Neddyl block	PABP1 MLLE inh	NadD inh	MT1-MMP act inh
CCOC(=O)CSc1nnc(-c2cccnc2)n1Cc1ccccc1	0.1	-3.8	0.3	2.2	i	i	-11.5	-1.8	5.8
CCC1=C2CC[C@H]3C(=O)N(CC)C(=O)[C@H]3[C@H]2[C@@]2(Cc3ccccc3)C(=NCCOC)OC(=O)N2C1=O	-2.0	-10.6	0.7	15.3	i	i	2.5	-5.2	1.0
c1ccc(-c2nn3c(Cn4nnc5ccccc54)nnc3s2)nc1	-4.8	-5.8	0.6	-7.3	i	i	30.4	8.3	-0.8
Cc1ccccc1C(=O)NC(CC(C)C)C(=O)NN1C(=O)c2ccccc2C1=O (stereo unspecified)	7.5	-2.0	3.8	6.4	i	i	-5.6	-2.3	0.1
CCOCC(=O)Nc1cc(Cl)ccc1C	-2.7	1.2	1.9	5.9	i	i	-4.6	0.7	-0.1
CC1=C(C(=O)N2CCCC(C(=O)c3cccc4ccccc34)C2)OCCO1 (stereo unspecified)	3.2	3.1	0.0	-5.6	i	i	-10.8	-4.1	-1.5
Cc1c(N(C)S(=O)(=O)c2ccc(Cl)c(C(=O)N3CCC(C(N)=O)CC3)c2)c(=O)n(-c2ccccc2)n1C	-0.9	-3.4	4.9	-2.2	i	i	-11.8	-3.4	1.6
CS(=O)(=O)N(CC(=O)Nc1ccccc1-c1ccccc1)c1ccc(F)cc1	-4.3	4.0	3.1	6.3	i	i	15.7	-9.8	-2.2
CC1CCN(CCCNS(=O)(=O)c2cc(Br)cc3c2N(C(=O)C2CC2)CC3)CC1	2.2	-10.6	-0.9	4.6	i	i	-1.9	-7.6	3.2
Cc1cc(C)c(NC(=O)Cn2cc3c(n2)CCCC3)c(C)c1	-0.9	-4.9	-4.0	6.5	i	i	6.3	0.1	1.3
CCOc1ccc(C(=O)NCC(=O)OCC(=O)Nc2cccc(S(=O)(=O)N3CCCC3)c2)cc1	1.8	-3.6	-1.3	-15.4	i	i	-11.7	-10.8	-6.2
Cc1cc(C(F)F)n2ncc(C(=O)NCc3ccc(F)cc3)c2n1	-0.8	4.4	-2.6	-1.5	i	i	5.4	-3.7	0.0
CC(=O)C1=C(C)NC(SCC(=O)Nc2nc3ccccc3s2)=C(C#N)C1c1ccc(Cl)cc1 (stereo unspecified)	1.5	26.0	-0.7	-2.1	i	i	24.4	18.4	-1.6
COc1ccc(NS(=O)(=O)c2cccc(-c3n[nH]c(=S)n3Cc3ccccc3)c2)cc1	-11.1	2.6	0.5	0.4	i	i	-34.4	-5.2	2.1
CCOc1ccc(C2(C)NC(=O)N(CCN(C)C)C2=O)cc1 (stereo unspecified)	0.0	-5.4	1.4	4.7	i	i	-8.8	-6.3	0.1
CSc1ccc(/C=C/C(=O)c2ccc(NC(=O)Cc3ccccc3)cc2)cc1	2.7	17.8	-0.6	12.4	i	i	6.1	-3.9	-1.0
CCCCOc1ccc(Cn2c(=O)oc3ccccc32)cc1	-1.7	6.2	-0.7	-6.4	i	i	5.1	-1.7	-1.1
O=C(NCC1CCCO1)c1ccc(Oc2ccc([N+](=O)[O-])cc2)cc1 (stereo unspecified)	0.4	0.9	-1.9	-13.5	i	i	22.5	-5.9	4.3
Cc1ccc(OCC(=O)Oc2ccccc2[N+](=O)[O-])cc1	1.1	-1.1	-0.2	-4.7	i	i	-0.4	-1.9	4.5
OC(c1ccc(F)c(F)c1)c1nc(-c2cccc(C(F)(F)F)c2)cs1 (stereo unspecified)	-1.7	34.5	3.1	13.9	i	i	-1.6	-10.8	1.8
Cc1cc(=O)[nH]c(SCC(=O)N2CCC(Cc3ccccc3)CC2)n1	3.4	-1.5	0.2	4.8	i	i	12.0	-1.6	-6.8
C=Cc1cnc([N+](=O)[O-])n1C	0.9	-11.4	-1.8	1.0	i	i	4.6	-1.1	1.1
COC(=O)c1scc(S(C)(=O)=O)c1-n1cccc1	0.3	-3.8	2.5	-0.1	i	i	-4.9	-2.9	4.3
Cc1ccc2c(c1)-c1c(cnn1CC(=O)O)CO2	0.8	-6.8	-1.2	13.4	i	i	-1.6	-3.7	2.3
N#CCCN(CCC#N)C(=S)NC1CC2C=CC1C2 (stereo unspecified)	-0.6	-4.2	-0.3	5.7	i	i	-12.6	-4.7	3.6
COc1ccc(C2CC(c3cccs3)=NN2C(=O)CSc2nncs2)cc1OC (stereo unspecified)	3.4	3.2	-2.6	5.2	i	i	-5.6	-5.5	-1.6
Cc1ccc(-n2cc(CNC(C)Cn3cncn3)c(-c3ccc(F)cc3)n2)cc1 (stereo unspecified)	0.5	12.1	-3.1	-0.6	i	i	6.2	-8.4	6.2
O=C(NCc1ccccc1)c1cnc(Cl)c(Cl)c1	-2.9	-0.1	3.0	12.7	i	i	-1.9	-4.2	0.0
COc1ccc(C(C)=O)cc1COc1cccc2c1OC(C)(C)C2	-1.4	13.1	1.3	-3.4	i	i	-23.6	-7.0	0.7
Nc1ncnc2c1ncn2[C@@H]1O[C@H](C(=O)NCCc2ccc(F)cc2)[C@@H](O)[C@H]1O	0.0	-5.4	-0.3	11.9	i	i	-15.4	-0.2	4.3
O=C(/C=C/c1cccc(Br)c1)N1CCN(c2ccccn2)CC1	2.9	13.2	0.2	8.2	i	i	0.8	-5.9	3.8
Cc1ccccc1/C=N/n1c(-c2ccccn2)n[nH]c1=S	-0.8	-2.6	-1.5	-9.6	i	i	-0.8	4.0	-0.7
CCCCC(CC)CNC(=O)C(Cc1ccccc1)NS(=O)(=O)c1ccc2c(c1)CCC(=O)N2 (stereo unspecified)	1.4	-2.8	-0.8	9.1	i	i	-1.8	-3.0	-4.7

# Four compounds from above, arranged by length of the SMILES, rising.
canonical_smiles	CSN inh	FAS-TE inh	Rin1-Abl PPI inh	SKN-1 block	Rpn11 block	Neddyl block	PABP1 MLLE inh	NadD inh	MT1-MMP act inh
C#CCn1cc(Cl)cc(C(=O)Nc2ccccc2)c1=O	4.2	-1.8	-1.9	13.1	i	i	-20.3	-4.8	3.5
Cc1ccc(C(c2ccc(C)o2)c2cccc([N+](=O)[O-])c2O)o1	-0.1	23.9	-1.7	-16.5	i	i	16.9	7.6	1.2
Cc1ccccc1OCC(=O)NCC(=O)OCC(=O)c1ccc([N+](=O)[O-])cc1	-6.1	-1.9	4.0	5.0	i	i	7.4	0.0	-3.7
COc1ccccc1NS(=O)(=O)c1cc(NC(=O)COc2ccccc2F)ccc1N1CCOCC1	-1.1	30.6	0.5	7.3	i	i	27.4	-0.4	2.3
